eIF4E-4G inh: blocks eIF4E binding to eIF4G; TR-FRET eIF4E-eIF4GI(517-606) binding, 2 h; inhibition, % at 21.7 µM; actives 0.37% (n = 220,000); AID 782;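 active means inhibition above about 30%, limit read from the data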;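 further: 0% = full FRET control wells and 100% = background wells lacking eIF4GI fragment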
Calpain2 inh: calpain II (pig) inhibition. inhibition, % at 16 µM. purified calpain II, fluorogenic peptide substrate, 30 min. actives 0.37% (n = 220,000). AID 1236;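 active means inhibition above about 50%, limit read from the data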
zVAD death inh: blocks zVAD induced death of L929 cells. actives 0.38% (n = 220,000). L929 zVAD necroptosis rescue, ATP luminescence, 24 h; with zVAD 60 µM. viability rescue, % at 10 µM. AID 1377;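 active means activation, scaled between plate controls, above about 75%, limit read from the data; inactive means activation under that limit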;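 further: 0% = zVAD with DMSO and 100% = DMSO alone without zVAD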
EBV gp42 block: blocks Epstein-Barr virus glycoprotein 42 binding; inhibition, % (tested at 21.74 µM); Q1HVG2; actives 0.42% (n = 220,000); Fluorescence polarization binding assay, mP read-out; in the data active means inhibition above about 50%
Target sequence (Q1HVG2 whole entry, looked up): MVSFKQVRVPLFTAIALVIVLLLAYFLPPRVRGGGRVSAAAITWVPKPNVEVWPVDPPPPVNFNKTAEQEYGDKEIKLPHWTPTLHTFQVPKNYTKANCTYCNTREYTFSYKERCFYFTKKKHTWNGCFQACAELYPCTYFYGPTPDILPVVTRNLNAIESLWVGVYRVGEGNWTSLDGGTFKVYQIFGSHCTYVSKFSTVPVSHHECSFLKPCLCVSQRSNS
KCC2 mod: modulates chloride dependent transport by human KCC2; AID 1456; B-score of Tl+ flux slope (higher = more flux/activation; lower = inhibition) at 10 µM; Q9H2X9; KCC2 cells, thallium flux FluoZin-2 fluorescence; actives 2.2% (n = 190,000);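 active means thallium flux slope and its plate-corrected score both differing from the plate sample mean at a set confidence after two filtering rounds, in either direction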;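 further: slope of fluorescence scaled to starting intensity during 10 to 20 s after thallium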
TNF death inh: inhibitors of TNF-alpha induced necroptosis in Jurkat FADD-/- cells. Jurkat FADD-/- TNF necroptosis rescue, ATP luminescence, 24 h; 0 = TNF only, 100 = no-TNF cells. activation (protection from cell death), % at 10 µM. actives 0.068% (n = 220,000);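 active means activation, meaning protection from cell death, of at least 50% relative to plate controls; inactive means activation below 50%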;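 further: necroptosis triggered by 40 ng/mL TNF-alpha added together with compound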
Rad51 HR inh: blocks human Rad51 in homologous recombination. inhibition, % at 10 µM. actives 0.085% (n = 200,000). hRad51 DNA strand exchange, fluorescence dequenching;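 active means inhibition above 40% at the single screening dose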;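 further: 0% = DMSO control wells and 100% = blanks with heterologous ssDNA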
Target sequence (Q06609 whole entry, looked up): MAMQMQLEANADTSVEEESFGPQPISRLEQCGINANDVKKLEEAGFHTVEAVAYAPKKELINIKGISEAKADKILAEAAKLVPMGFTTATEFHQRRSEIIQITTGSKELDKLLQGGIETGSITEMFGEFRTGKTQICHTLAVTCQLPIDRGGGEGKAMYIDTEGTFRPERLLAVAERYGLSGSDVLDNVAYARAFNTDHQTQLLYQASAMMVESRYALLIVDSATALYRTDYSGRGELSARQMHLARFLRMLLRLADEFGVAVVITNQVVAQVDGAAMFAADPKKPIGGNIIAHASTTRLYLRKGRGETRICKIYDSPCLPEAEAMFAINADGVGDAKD
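Test system: preformed human Rad51 ssDNA filaments. Compound dosing: single dose, 10 µM final compound. Incubation: filaments 15 min 37 °C, then compound 30 min. Technique: FRET fluorescence dequenching, excitation 485 nm, emission 520 nm. Read-out basis: percent inhibition from fluorescence, normalised to plate control and blank means. Benchmarks: plate controls and plate blanks.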
Mdm2 ligase inh: blocks human Mdm2 ubiquitin ligase activity; signal enhancement, % at 5 µM; actives 0.11% (n = 210,000); cell-based MDM2 ubiquitination luciferase reporter, 2 h; 0 = plate control, 100 = twice control, blank-subtracted;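 active means signal enhancement of 30% or more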;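 further: luminescence tracks abundance of the self-degrading MDM2-luciferase fusion protein; higher signal means inhibition of MDM2 E3 ligase activity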
Target sequence (Q00987 whole entry, looked up, the tested form may be a part): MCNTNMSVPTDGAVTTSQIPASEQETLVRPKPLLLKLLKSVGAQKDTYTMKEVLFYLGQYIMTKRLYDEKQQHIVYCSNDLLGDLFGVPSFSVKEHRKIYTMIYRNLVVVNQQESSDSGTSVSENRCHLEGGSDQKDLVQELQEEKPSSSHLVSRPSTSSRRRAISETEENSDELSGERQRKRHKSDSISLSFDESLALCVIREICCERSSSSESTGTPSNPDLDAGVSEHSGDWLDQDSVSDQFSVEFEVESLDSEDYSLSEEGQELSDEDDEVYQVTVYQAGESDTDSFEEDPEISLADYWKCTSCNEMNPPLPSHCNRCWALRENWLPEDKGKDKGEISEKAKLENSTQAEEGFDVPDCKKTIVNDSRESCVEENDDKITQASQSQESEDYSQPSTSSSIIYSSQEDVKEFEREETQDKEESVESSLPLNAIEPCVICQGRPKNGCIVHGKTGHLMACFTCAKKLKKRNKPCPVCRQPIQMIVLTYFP
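Material: Stable MDM2–luciferase fusion reporter cells | Amount: 2000 cells seeded into each well | Dosing: One concentration, 5 µM, with 0.2% DMSO | Incubation: 4 h cell settling then 2 h compound exposure, 37 °C | Measured by: Luciferase luminescence | Read-out basis: % enhancement relative to plate controls after blank subtraction | Benchmarks: Control and blank well means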
PERK inhibitor: blocks human PERK kinase; Q9NZJ5; CHO PERK-DD fusion, SEAP luminescence translation reporter; inhibition, % at 5.6 µM; actives 0.17% (n = 220,000);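 active means inhibition above the mean inhibition of all tested compounds plus 3 SD, set separately per screening campaign, cut at about 2.9% in these data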;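 further: PERK kinase domain activated by AP20187 dimerizer at 100 nM; 0% = DMSO with dimerizer and 100% = rapamycin at 8.4 µM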
Numbers without * were called inactive; . = not tested or not shown; [ ] = remark or other dose.

The line under a structure holds: Calpain2 inh	zVAD death inh	TNF death inh	eIF4E-4G inh	KCC2 mod	Rad51 HR inh	Mdm2 ligase inh	PERK inhibitor	EBV gp42 block
1: Cc1cc(C(F)(F)F)n2nc(-c3cnn(C)c3C(F)(F)F)c(Br)c2n1
 : 15	-0.1	-1.7	-3	-0.9	10	-6	0.6	12
2: CCN(CC)S(=O)(=O)c1cccc(NC(=O)CNC2CCCCCC2)c1
 : 5	-0.6	0.4	-2	-0.4	16	-2	-2.8	-44
3: CC(=O)N(Cc1cc2cc(C)c(C)cc2n2nnnc12)CC1COCCO1 (stereo unspecified)
 : -34	-0.1	-1.7	2	1.7	8	-3	0.3	-9
4: Cn1c(/N=C/c2cccs2)nc2ccccc21
 : -20	-0.3	0.2	0	.	3	-13	0.5	-17
5: CCN(CC)S(=O)(=O)c1cc(NC(=O)COC(=O)CCC(=O)c2ccc(F)cc2)ccc1C
 : 26	-0.1	2.3	9	-1.1	-11	-5	1.4	-16
6: Cc1c(Cl)cccc1NC(=S)NCCN1CCOCC1
 : 0	-0.7	-4.9	12	1	3	18	1.1	0
7: N#CC1=C(N)Oc2n[nH]c(-c3cccnc3)c2C1c1cc(F)ccc1F (stereo unspecified)
 : -21	1.6	-0.4	0	-1.3	1	7	1.8	12
8: CCn1c(SCC(=O)N/N=C/c2ccc(O)c(OC)c2)nc2ccccc21
 : 20	0.6	2.2	0	-0.53	12	-21	-0.7	12
9: COc1ccc(C(=O)Nc2ccc(S(=O)(=O)N3CCCCC3)cc2)cc1
 : 19	1.3	2.6	6	-0.74	-11	-9	-0.2	-1
10: COc1cc([N+](=O)[O-])cc(/C=N/NC(=O)CSc2ccccn2)c1O
 : -2	0.6	4.5	-8	-0.88	22	-11	0.7	-18
11: CC(C)(C)c1csc(NC(=O)Cc2cccs2)n1
 : -18	0.8	3.1	8	0.036	5	-2	-0.1	5
12: Cc1nc2sccn2c1P(c1c(C)nc2sccn12)c1c(C)nc2sccn12
 : -4	0.9	1.9	-6	0.99	1	.	-1.0	-22
13: CCn1cc(C(=O)OCC(=O)c2ccccc2)c(=O)c2ccc(C)nc21
 : 11	3.4	-1.0	16	-1.1	3	2	0.1	15
14: O=C(COC(=O)C1CC2C=CC1C2)NCc1ccco1 (stereo unspecified)
 : -107	-0.4	-1.7	14	-0.052	3	-9	0.8	44
15: COc1ccccc1NC(=S)N1CCC(NC(=O)NC23CC4CC(CC(C4)C2)C3)CC1
 : -13	-0.1	-3.9	-2	-0.039	0	-14	-0.8	-8
16: CCOc1cc(C(=S)N2CCCC2)ccc1OC(=O)Cc1ccc(F)cc1
 : -6	0.8	0.3	1	-4.4	17	-8	1.0	2
17: COc1ccc([N+](=O)[O-])cc1NC(=O)CCN1CCN(C)CC1
 : 3	0.6	0.9	-2	0.0072	19	3	0.2	6
18: CC(C)CNC(=O)c1ccccc1-c1ccccc1C(=O)O
 : -37	0.8	0.3	-6	.	4	-13	0.8	3
19: COc1cc(C)ccc1OCCOc1c(Cl)cc(Cl)cc1Cl
 : -10	0.1	-1.6	0	.	8	-13	0.7	-13
20: Oc1ccc(/C=N/n2cnn(Cc3ccccc3Cl)c2=S)c(O)c1
 : -6	0.1	-0.2	1	-1.1	6	-1	1.4	5
21: O=C(COc1ccccc1[N+](=O)[O-])N/N=C/c1ccccn1
 : -1	1.1	1.0	6	-0.4	0	-9	0.1	-13
22: CCCCNC(=O)CSc1nc2ccc(NC(=O)CSc3nnc(N)s3)cc2s1
 : -43	1.0	2.4	0	1.5	-1	-15	0.1	-25
23: CCOc1ccc(CC(=O)C2C(=O)CCCC2=O)cc1OCC
 : 2	1.7	0.0	-1[fluorescence artefact?]	.	4	-22	1.2	-30
24: Clc1ccccc1OCc1nc(-c2ccccn2)no1
 : -25	-0.1	0.7	3[fluorescence artefact?]	-2.4	.	-47	0.4	-12
25: COC(=O)c1cccc(NC(=S)Nc2cccc(Cl)c2Cl)c1
 : -3	-0.7	0.4	6	2.9	-3	-16	1.0	3
26: CCOc1ccccc1N1CCN(C(=O)c2c(C)noc2C)CC1
 : 21	-0.2	-1.3	10	-0.44	7	-2	0.1	6
27: Cc1cc(NC(=O)COc2ccccc2)n(-c2ccccc2)n1
 : -28	-0.9	-0.2	14	.	6	-12	-0.3	-13
28: Oc1cc(-n2cccn2)c(O)cc1-n1cccn1
 : -23	3.6	-25	8	-0.51	.	-7	0.3	-35
29: Cc1cc(C)cc(N(CC(=O)N/N=C/c2ccncc2)S(=O)(=O)c2ccccc2)c1
 : 3	-0.3	1.4	10	-0.83	12	2	-1.5	-22
30: COc1ccc(C2C3C(=O)N(Cc4ccccc4)C(=O)C3ON2c2ccccc2)c(OC)c1OC (stereo unspecified)
 : 26	-0.3	-6.5	8	-0.42	.	-14	-0.9	-12
31: COc1ccc(OC)c(S(=O)(=O)N2CCC(C(=O)Nc3ccc(C)c(C)c3)CC2)c1
 : -8	1.0	-14	5	-1.1	-1	-5	-0.9	-2
32: O=C(OCC(=O)N1CCOCC1)c1ccc2c(c1)OCCO2
 : 9	-0.1	-0.8	7	0.19	2	-19	-0.3	-13
33: Cn1c(C(=O)NCCCN2CCCCC2)cc2sccc21
 : -6	0.4	0.1	0	.	1	-19	-0.6	-10
34: O=C(COC(=O)c1cccnc1)NC1CCCc2ccccc21 (stereo unspecified)
 : -40	4.3	-0.5	-2	1.3	-13	-3	-0.1	50
35: O=C(CNC(=S)NC(=O)C1CCCCC1)c1ccccc1
 : 26	0.9	3.7	-4	1.2	-18	-11	0.1	-1
36: O=C(N1CCCCCC1)N1CCN(S(=O)(=O)N2CCCCC2)CC1
 : -6	.	1.0	2	-0.36	0	4	0.7	-7
37: COc1cc2c(cc1O)[C@@H]1Cc3cc(OC)c(OC)cc3C(C2)N1C
 : -19	-0.2	2.7	-7	-0.15	15	9	.	-9
38: COc1ccc(CN2CCCC(CNC(=O)c3ccc(F)cc3)C2)c(F)c1 (stereo unspecified)
 : -5	-0.6	0.9	0	0.021	-4	-2	-0.8	2
39: Cc1ccc(N2CC(C(=O)NC3CCSC3=O)CC2=O)cc1 (stereo unspecified)
 : 10	-0.2	-2.0	1	.	7	-19	0.2	-12
40: N#CCCN1CCN(S(=O)(=O)c2ccc(S(=O)(=O)NC3CCCC3)cc2)CC1
 : 7	0.0	2.4	0	0.95	-6	-18	-0.1	3
41: c1ccc2c(-c3nnc(SCc4cn5ccccc5n4)o3)c[nH]c2c1
 : -3	-0.6	-0.6	1	-0.067	-5	-16	-0.6	-10
42: Cc1[nH]c(=O)c(C(=O)c2ccccc2O)cc1C(=O)O
 : 17	0.7	-0.3	2	-0.54	-5	-8	0.4	-4
43: c1ccc(CNCC2COc3ccccc3O2)cc1 (stereo unspecified)
 : 13	-0.1	0.8	3	-0.29	2	-3	-0.7	-18
44: Cc1ccc(C)n1-c1nn(S(=O)(=O)c2cccc3cccnc23)c2cccc(F)c12
 : 35	2.6	4.0	5	-0.17	30	0	-1.1	-7
45: Cc1cc(C(=O)OCC(=O)Nc2cc(S(=O)(=O)N(C)C)ccc2C)c(C)o1
 : 21	0.4	0.8	4	-0.19	.	.	0.2	-9
46: Cc1ccc(F)cc1NC(=S)NCCc1ccccc1
 : 8	-0.8	-9.1	-2	-1.2	-4	-7	0.9	-11
47: CSc1nc2c(c(=O)[nH]1)C(c1cccc(Br)c1)CC(=O)N2 (stereo unspecified)
 : 22	1.9	-0.6	2	-0.74	10	-10	0.8	-2
48: COc1ccc([N+](=O)[O-])cc1NC(=O)c1ccco1
 : -29	9.8	-0.3	2	0.31	-8	6	0.6	-15
49: CCn1c(=NC(=O)c2ccco2)sc2cccc(F)c21
 : -32	1.6	-3.2	-4[fluorescence artefact?]	-1.2	-3	-16	-0.4	-4
50: COc1ccc(-n2c(C)cc(C3=NNC(=NC4CC4)SC3)c2C)cc1
 : -68	-0.9	-0.6	-4	0.77	11	-18	0.8	-10
51: COc1ccc(Cn2c(CCC(=O)Nc3ccccc3)nc3cccnc32)cc1
 : -26	-0.3	-0.6	-2	-0.48	4	-19	-1.3	-5
52: CC(=O)c1c(C)oc2ccc(O)c(CN3CCOCC3)c12
 : 4	0.9	2.4	11	1.3	-7	-7	1.1	-10
53: CC(CCc1ccccc1)NC(=O)C1CCN(S(=O)(=O)c2cnc[nH]2)CC1 (stereo unspecified)
 : -49	-0.1	0.7	6	-0.69	9	-9	0.4	0
54: Cc1ccc(N(CC(=O)N2CC(=O)Nc3ccccc32)S(=O)(=O)c2ccc3c(c2)OCCO3)cc1
 : -19	0.1	-1.3	5	0.87	-2	-7	-0.4	-7
55: COCCNC(=O)CC(NS(=O)(=O)c1ccc(NC(C)=O)cc1)C(C)C (stereo unspecified)
 : -4	2.3	0.3	-1	0.046	-4	-4	1.0	-16
56: CCCC(=O)Nc1ccc(Cl)c(NC(=O)c2cccnc2)c1
 : 30	55	2.7	-9	0.84	1	-3	1.5	-12
57: CC(C)(C)NC(=O)C(c1ccncc1)N(Cc1ccc(F)cc1)C(=O)c1ccc(-c2ccccc2)[nH]1 (stereo unspecified)
 : -51	-0.2	0.9	0	-3.1	-34	-7	0.3	-2
58: Cc1nc2nc[nH]n2c(=O)c1NC(=O)c1cccc(OCC(C)C)c1
 : -4	-0.2	-2.3	-1	-0.96	-5	-10	-0.1	-10

Compounds shown so far that have an NH in an aromatic ring:
The line under a structure holds: Calpain2 inh	zVAD death inh	TNF death inh	eIF4E-4G inh	KCC2 mod	Rad51 HR inh	Mdm2 ligase inh	PERK inhibitor	EBV gp42 block
7: N#CC1=C(N)Oc2n[nH]c(-c3cccnc3)c2C1c1cc(F)ccc1F (stereo unspecified)
 : -21	1.6	-0.4	0	-1.3	1	7	1.8	12
41: c1ccc2c(-c3nnc(SCc4cn5ccccc5n4)o3)c[nH]c2c1
 : -3	-0.6	-0.6	1	-0.067	-5	-16	-0.6	-10
42: Cc1[nH]c(=O)c(C(=O)c2ccccc2O)cc1C(=O)O
 : 17	0.7	-0.3	2	-0.54	-5	-8	0.4	-4
47: CSc1nc2c(c(=O)[nH]1)C(c1cccc(Br)c1)CC(=O)N2 (stereo unspecified)
 : 22	1.9	-0.6	2	-0.74	10	-10	0.8	-2
53: CC(CCc1ccccc1)NC(=O)C1CCN(S(=O)(=O)c2cnc[nH]2)CC1 (stereo unspecified)
 : -49	-0.1	0.7	6	-0.69	9	-9	0.4	0
57: CC(C)(C)NC(=O)C(c1ccncc1)N(Cc1ccc(F)cc1)C(=O)c1ccc(-c2ccccc2)[nH]1 (stereo unspecified)
 : -51	-0.2	0.9	0	-3.1	-34	-7	0.3	-2
58: Cc1nc2nc[nH]n2c(=O)c1NC(=O)c1cccc(OCC(C)C)c1
 : -4	-0.2	-2.3	-1	-0.96	-5	-10	-0.1	-10
